# Screening results deposited in PubChem BioAssay by several laboratories.
# RmlC RmlD mix – mixture blocks RmlC and RmlD coupled enzyme activity. RmlC/RmlD coupled enzyme inhibition, 384-well mixture HTS. 0.39% of 110,000 active. AID 1532. inhibition, % at 5.5 µM; in the data active means inhibition above about 30%, passing the limit was not always enough; further: strong numbers were not always called active
# HIV RNase H inh – blocks HIV-1 RNase H cleavage of RNA/DNA duplex | P04585 | inhibition, % at 10 µM | RT-RNase H RNA/DNA duplex cleavage, fluorescence | 1.9% of 65,000 active; in the data active means inhibition above about 50%
# * = called active by the depositor; · = no result given. An excerpt; the hit share may differ from the screen's.
# Order of values – RmlC RmlD mix	HIV RNase H inh
- Cc1ccc(S(=O)(=O)N2CCCCC2C(=O)N2CCN(Cc3ccccc3)CC2)cc1 (centres undefined)
  5.9	-6.9
- Cc1ccc(Cl)cc1N1CCN(C(=O)Cc2cn(C)c3ccccc23)CC1
  -10.4	·
- O=C(CN(c1ccc(Cl)c(C(F)(F)F)c1)S(=O)(=O)c1ccccc1)N1CCOCC1
  6.8	-2.2
- Cc1ccc(N(C)C(=O)N2CCN(S(=O)(=O)c3ccc4ccccc4c3)CC2)cc1
  -5.3	·
- O=C(Nc1ccc(S(=O)(=O)NCCc2ccccc2)cc1)c1ccco1
  -8.5	-4.7
- Cc1ccc(C(C(=O)NC(C)(C)C)N(C(=O)c2csnn2)C2CC2)cc1 (centres undefined)
  -4.1	·
- Cc1ccc(N(CC(=O)Nc2cccc(N(C)S(C)(=O)=O)c2)S(C)(=O)=O)cc1
  6.9	·
- O=c1c2ccccc2c(/C=N/n2cnnc2)c(O)n1-c1ccccc1F
  -0.4	-4.0
- CN(C)S(=O)(=O)N1CCN(c2ccccc2)CC1
  3.9	·
- Cc1ccc(C(=O)N2CCCCCC2)cc1Br
  -11.4	-14.8
- O=C(NCc1ccco1)c1ccc(Cn2c(=O)c3ccccc3n(Cc3ccc(Cl)cc3)c2=O)cc1
  -5.8	·
- CSc1ccccc1NC(=O)CSCc1ccc(C)cc1
  3.6	·
- O=C(Nc1ccccc1)N1CCCc2ccccc21
  13.4	·
- COc1ccc(-c2nncnn2)cc1
  7.3	·
- CCOC(=O)C1CCCN(c2c(NCC3CCCO3)c(=O)c2=O)C1 (centres undefined)
  -7.8	3.4
- Cc1ccccc1-n1c(=O)cc(N2CCN(Cc3ccccc3)CC2)[nH]c1=O
  10.9	1.9
- CCC(=O)NC(=S)Nc1ccc(Cl)cn1
  18.3	·
- COc1ccc(-n2nnnc2SCC#CCO)cc1
  5.1	-15.3
- CC1CC(C)CN(CCOc2ccc(Cl)cc2Cl)C1 (centres undefined)
  2.1	·
- Cc1ccc(S(=O)(=O)c2c(C)nn(C(C)(C)C)c2OC(=O)C2CCCC2)cc1
  2.0	3.7

# Reformatted field by field: entries from further up
Cc1ccccc1-n1c(=O)cc(N2CCN(Cc3ccccc3)CC2)[nH]c1=O
  RmlC RmlD mix = 10.9; HIV RNase H inh = 1.9

Cc1ccc(C(=O)N2CCCCCC2)cc1Br
  RmlC RmlD mix = -11.4; HIV RNase H inh = -14.8

# The results go on:
# Order of values – RmlC RmlD mix	HIV RNase H inh
- COc1nc(Oc2ccc(=O)[nH]n2)nc(N2CCOCC2)n1
  3.1	-10.8
- CCn1c(=NC(=O)CSCC(=O)Nc2nccs2)sc2ccccc21
  2.5	-19.7
- Cn1c(SCc2ccc(C#N)cc2Cl)nc2ccccc21
  -12.7	-66.2
- CCCC(C(=O)c1ccccc1)n1cncn1 (centres undefined)
  1.0	0.5
- COc1ccc2c(c1)nc(N)n2Cc1ccccc1
  ·	-5.4
- CCS(=O)(=O)N1CCN(C(=O)c2cccnc2)CC1
  -9.7	-0.4
- Cc1ccc(-c2nnc(N3CCN(C(=O)COc4ccccc4)CC3)c3ccccc23)cc1
  104.0	·
- COC(=O)C1=C(C(=O)OC)[C@@H]2N(C)c3ccc(OC)cc3[C@@]23C[C@@H](C(=O)OC)N(S(=O)(=O)c2ccc([N+](=O)[O-])cc2)C3=N1
  -94.2	·
- O=C(CSc1nc(-c2ccccc2)cc(C(F)(F)F)n1)NCCN1CCOCC1
  -2.3	3.7
- O=C(O)CCSCCC(=O)O
  11.3	4.4
- CCOC(=O)c1ccc(OCc2c(C)noc2C)cc1
  1.3	·
- COc1ccccc1-c1nnc2sc(-c3cc4ccccc4o3)nn12
  ·	-29.6
- Cc1ccccc1Nc1nc(N)nc(CN(C)c2ccccc2)n1
  -11.9	-24.6
- CCCN(CCC)S(=O)(=O)c1ccc(C(=O)Nc2ccc(OCC(=O)N3CCOCC3)cc2)cc1
  -6.6	·
- COc1ccc(-c2ccc(C(=S)N3CCN(C(C)=O)CC3)o2)cc1
  4.9	-2.8
- CCOCCn1c(SCc2ccc(F)cc2)nc2c1c(=O)[nH]c(=O)n2C
  -6.6	-23.6
- COc1ccccc1NC(=O)CSc1nnc(-c2ccoc2C)n1CCc1ccccc1
  -9.3	1.1
- O=C(CN1CCNCC1)Nc1ccccc1Cl
  -9.8	-1.9
- Cc1csc(SCc2nnc(-c3ccccc3Br)o2)n1
  7.3	-40.9
- CCOc1cc(C#N)c(NC(=O)Cn2nnc3ccccc32)cc1OCC
  6.3	-9.2
- CCOC(=O)N1CCN(C(=O)CSc2nnc(-c3cccc(OC)c3)o2)CC1
  19.7	-5.7
- Cc1ccc2cc(-c3noc(C(C)(C)C)n3)c(=O)[nH]c2c1
  20.4	8.5
- CCOCC(=O)N1CCCC(C(=O)OCC)C1 (centres undefined)
  -8.9	-2.5
- CCOC(=O)c1c(C)c(C(=O)NCCOC)c(C)n1CC
  11.1	-5.0
- COC(=O)c1cc(COc2cc(C)cc3oc(=O)c4c(c23)CCC4)c(C)o1
  ·	-5.3
- O=c1c2ccccc2n(Cc2ccccc2F)c(=O)n1Cc1ccccc1F
  -7.5	·
- Cc1ccc(OCC(=O)Nc2ccc(-c3nc4ncccc4o3)cc2)c(C)c1
  -42.4	20.1
- C/C=C(\C)C(=O)NCCN1C2=NC[C@H](C)N2C[C@@H]1Cc1ccc(OC)cc1
  4.9	·
- CC(C)SC1=NC(C)(C)C=C(/C=C/c2ccc(Cl)cc2Cl)N1
  -12.2	·
- CSc1cc(C)n(-c2ccccc2C)c(=S)c1C(C)=O
  5.3	·
- O=C(CN1C(=O)C2C3C=CC(C3)C2C1=O)NCCN1CCCc2ccccc21 (centres undefined)
  ·	-0.5
- O=C(COc1ncnc2ccccc12)N1CCN(S(=O)(=O)c2ccc(Cl)cc2)CC1
  -11.4	-3.7
- O=C(CCn1c(=O)oc2ccccc21)N1CCOCC1
  -3.3	-21.1
- O=C(Nc1ccc2c(c1)OCCO2)c1cnccn1
  6.5	·
- CCCC(=O)Nc1ccc(NC(=O)c2ccccc2OC)cn1
  -0.3	-3.4
- CS(=O)(=O)Nc1ccc(Cc2ccc(NS(C)(=O)=O)cc2)cc1
  -11.3	-21.6
- CC1CCN(S(=O)(=O)c2ccc3c(c2)c(=O)c(C(=O)N2CCCCC2)cn3C)CC1
  7.7	3.0
- O=C(NC(NC(=S)Nc1cc(Cl)ccc1Cl)C(Cl)(Cl)Cl)c1ccco1 (centres undefined)
  6.8	·
- Cc1nc2c3cnn(-c4ccccc4)c3ncn2n1
  7.7	1.9
- CCOc1cc(/C=N/NC(=O)c2cccc([N+](=O)[O-])c2)ccc1OS(=O)(=O)c1ccccc1
  7.1	·
- COC(=O)CCn1nnc(-c2ccc(C)cc2)n1
  11.0	-1.1
- O=C(Cc1ccccc1)Oc1ccc(N2C(=O)C3CCCCC3C2=O)cc1 (centres undefined)
  -5.5	·
- CC(C)(C)C(=O)Cn1c(NCCCO)nc2ccccc21
  -17.2	-2.9
- O=C(CCC(=O)OCC(=O)c1ccccc1)Nc1cccc2cccnc12
  -7.2	·
- CN(C)S(=O)(=O)c1ccc(C(=O)Nc2nc(-c3cccs3)cs2)cc1
  6.5	3.1
- CC1=Nn2c(nnc2-c2cc(C)[nH]n2)SC1
  -12.4	-6.8
- CCCCC1=CC2=CC(=O)C(C)(O)C(=O)C2=CO1 (centres undefined)
  -5.3	·
- Cc1ccccc1NN1C(=O)C=CC1=O
  8.3	·
- CC1(C)Oc2ccc3ccc(=O)oc3c2/C(=C/Nc2ccccc2)C1=O
  -4.1	·
- O=C(CCCOc1ccccc1)N1CCCCC1
  -14.4	·
- Cc1ccc(-c2cnc(NC(=O)c3cccc(Br)c3)s2)c(C)c1
  0.0	·
- Cc1cc(NCc2ccccn2)ccc1Br
  -2.7	·
- Cc1[nH]n(-c2ccccc2)c(=O)c1C1(C(F)(F)F)C(=O)N(c2ccc(F)cc2)C2=C1C(=O)CC(C)(C)C2 (centres undefined)
  3.3	·
- Clc1ccc(-c2nc3nc4ccccc4nc3n2Cc2ccco2)cc1
  -9.1	30.9
- CN(Cc1nc2ccccc2c(=O)[nH]1)C(=O)c1ccc(S(=O)(=O)N(C)C)cc1
  8.8	·
- O=C1c2ccccc2CC1Sc1nnc(-c2ccncc2)o1 (centres undefined)
  4.0	45.9
- COCCOC(=O)C1=C(C)NC(=O)CC1c1cc2c(cc1Br)OCO2 (centres undefined)
  -3.4	-8.9
- C=CCNC(=O)C1CC2Cn3c(nc4cc(C)c(C)cc43)C2N1C (centres undefined)
  -2.8	·
- Cc1cc(C(=O)N2CCN(c3cccc(Cl)c3)CC2)c(C)o1
  -13.6	-3.6
- CCCn1nnc(NC(=O)c2cccc(Cl)c2)n1
  8.6	·

# Looked up above.
# O=C(CCCOc1ccccc1)N1CCCCC1 in RmlC RmlD mix has -14.4
# CN(Cc1nc2ccccc2c(=O)[nH]1)C(=O)c1ccc(S(=O)(=O)N(C)C)cc1 in RmlC RmlD mix has 8.8
# Cc1ccccc1NN1C(=O)C=CC1=O in RmlC RmlD mix has 8.3

# Further compounds:
# Order of values – RmlC RmlD mix	HIV RNase H inh
- O=C(OCc1cn(-c2ccc(Cl)c(Cl)c2)nn1)c1ccccc1Cl
  -1.4	·
- Cc1nnc(NC(=O)CSc2nnc(Cc3ccccc3)n2Cc2ccccc2)s1
  2.4	-3.3
- COC(=O)C1=C(C)N=C2SC(C#N)=C(N)N2C1c1cc(OC)c(OC)c(OC)c1 (centres undefined)
  -10.3	·
- CC(Sc1nnc(Cc2ccc([N+](=O)[O-])cc2)o1)C(N)=O (centres undefined)
  19.5	·
- Cc1ccc2oc(-c3cccc(NC(=O)Cc4cccs4)c3)nc2c1
  -6.5	·
- CCc1cc(C(=O)OC)c(NC(=O)C2CC(=O)NN2Cc2ccccc2)s1 (centres undefined)
  -5.2	·
- COc1ccc(-c2c(C)oc3c(CN4CCN(CCO)CC4)c(O)ccc3c2=O)cc1OC
  ·	-3.6
- O=C(COC(=O)c1cccs1)Nc1ccccc1
  -18.2	-11.7
- Cc1ccc(P(=O)(O)c2ccc(C)cc2)cc1
  5.8	-13.4
- CCCCCc1c(C)nc(Nc2nc(C)c3cc(OC)ccc3n2)[nH]c1=O
  -7.8	-19.1
- CC(C)CCNC(=O)CSc1nc2ccsc2c(=O)n1NC(=O)c1ccccc1
  -15.1	·
- N#CC1=C(N)Oc2cc(O)ccc2C1c1cccs1 (centres undefined)
  8.2	-38.9
- CCCn1c(SCC(=O)Nc2sc(C)c(C)c2C(=O)OCC)nc2c1c(=O)n(C)c(=O)n2C
  1.4	10.0
- Cc1c(C(=O)NCc2ccc(F)cc2)c(-c2ccccc2)nn1-c1ccccc1
  -10.5	·
- CC(C)[C@@H]1NC(=O)c2cc([N+](=O)[O-])cc(I)c2NCCC[C@@H](C(=O)NC(CC(=O)O)C(N)=O)NC(=O)[C@H](CO)NC1=O (some centres undefined)
  -19.9	·
- Cc1c(/C(O)=C2\C(=O)C(=O)N(CCN(C)C)C2c2cccs2)cnn1-c1ccccc1 (centres undefined)
  1.1	-4.6
- CCn1cc(C2=NCC(C)O2)c2ccccc21 (centres undefined)
  -12.2	-5.3
- CCOC(=O)c1nc2nc(C)cc(=O)n2[nH]1
  6.7	-13.4
- CCn1c(C2CC(=O)N(c3cc(C)cc(C)c3)C2)nc2ccccc21 (centres undefined)
  -107.9	-3.8
- COc1cnc(NS(=O)(=O)c2ccc(N)cc2)nc1
  -0.7	·
- CCCOC(=O)C1=C(C)NC2=C(C(=O)C(C(=O)OC)C(C)C2)C1c1ccc(N(CC)CC)cc1 (centres undefined)
  9.2	·
- CCOc1cc2[nH]c(=O)n(Cc3cccc(OC)c3)c(=O)c2cc1OCC
  9.7	-25.9
- Fc1ccc(Cn2nnnc2C(c2ccc(Cl)cc2)N2CCSCC2)cc1 (centres undefined)
  5.3	·
- COc1cc(NC(=O)CSc2nnc(Cn3nnc4ccccc43)n2C)cc(OC)c1
  8.4	·
- CCSc1oc(-c2ccccc2)nc1S(=O)(=O)c1ccccc1
  3.5	-77.7
- O=C(NCCc1csc(-c2cccnc2)n1)c1ccco1
  7.4	-6.1
- O=C(NC1CCCCCC1)C1CCN(S(=O)(=O)c2ccc(F)cc2)CC1
  -12.7	-7.3
- COc1ccc(OC)c(C2CC(=O)c3c([nH]c(C(=O)OC(C)C)c3C)C2)c1 (centres undefined)
  -9.4	9.7
- Cc1ccc(CCN2CC(C(=O)N3CCN(c4ccc(F)cc4)CC3)CC2=O)cc1 (centres undefined)
  3.2	·
- O=C(N/N=C1/CN2CCC1CC2)c1cc2ccccc2cc1O
  -11.1	·
- Cc1cc(C)c(C#N)c(SCS(=O)Cc2ccccc2)n1 (centres undefined)
  3.5	-2.2
- CCc1ccc(S(=O)(=O)N2CC(=O)Nc3ccccc32)cc1
  -12.8	·
- CCN1C=C(Cc2ccccc2C)C2=C(C1)C(c1ccccc1C)C(C#N)=C(N)O2 (centres undefined)
  7.0	·
- CSc1ccc(S(=O)(=O)NCc2ccc(Cl)cc2Cl)cc1
  5.0	·
- O=C(CSc1nc2cccnc2n1Cc1ccccc1)NCc1ccco1
  42.2	-11.4
- Cc1ccc(C(=O)C(OC(=O)CN2C(=O)c3ccccc3C2=O)c2ccccc2)cc1C (centres undefined)
  -3.8	·
- CCN1CCN(C(=O)CN(c2ccccc2C)S(C)(=O)=O)CC1
  -12.4	-42.0
- Cc1ccc(N(C=NC#N)CC(=O)N2CCN(c3ccccc3)CC2)cc1
  4.0	-5.6
- COc1cc(OC)c(-c2nn3c(C4CCCCC4)nnc3s2)cc1OC
  -25.9	-37.7
- COc1cccc(C(=O)Oc2cc3c4c(c2)C(C)=CC(C)(C)N4C(=O)C3=O)c1
  -10.3	·
- CCO[C@H]1OC(C(=O)NCc2nc3ccccc3[nH]2)=C[C@@H](C)[C@@H]1CCCO
  -39.0	·
- O=C(CCSc1nnc(-c2ccco2)o1)Nc1ccc(Cl)cc1
  -9.7	-2.9
- Cc1cccc(CN(CC(=O)N/N=C/c2cccs2)S(=O)(=O)c2ccc(Cl)cc2)c1
  -12.1	·
- Cc1ccc(C)c(S(=O)(=O)N2CCN(C(=O)c3cnccn3)CC2)c1
  115.1	·
